Compound activity as filed in PubChem BioAssay.
yeast mec2-1: NCI yeast anticancer drug screen, S. cerevisiae mec2-1 strain; 79,000 compounds, 9% hits; growth inhibition, % at 50 µM; AID 157, 2004;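 also: 0% = growth of vehicle-only cultures of the same strain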
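Growth inhibition is read against vehicle-treated controls after compound exposure of the mec2-1 yeast strain, which is defective in DNA damage repair or cell cycle control.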
yeast sgs1 mgt1: NCI yeast anticancer drug screen, S. cerevisiae sgs1 mgt1 strain. growth inhibition, % at 50 µM. 78,000 compounds, 10% hits. AID 161, 2004;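 also: 0% = growth of vehicle-only cultures of the same strain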
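Growth of a repair-deficient yeast mutant was monitored after compound treatment and expressed as inhibition relative to vehicle-treated cultures.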
yeast cln2 rad14: NCI yeast anticancer drug screen, S. cerevisiae cln2 rad14 strain; AID 165, 2004; growth inhibition, % at 50 µM; 78,000 compounds, 8.3% hits;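 also: 0% = growth of vehicle-only cultures of the same strain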
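Compounds are applied to the cln2 rad14 yeast strain, and growth is then compared with that of vehicle-treated cultures to give inhibition.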
yeast rad50: NCI yeast anticancer drug screen, S. cerevisiae rad50 strain; % growth inhibition at 50 µM; 79,000 compounds, 10% hits; AID 155, 2004;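 also: 0% = growth of vehicle-only cultures of the same strain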
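A DNA repair-deficient yeast mutant serves as the test organism; compound-induced growth inhibition is calculated against vehicle-treated cells.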
mlh1 rad18: NCI yeast anticancer drug screen, S. cerevisiae mlh1 rad18 strain. % growth inhibition at 50 µM. 79,000 compounds, 11% hits;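 also: 0% = growth of vehicle-only cultures of the same strain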
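Inhibition values reflect reduced growth of mutant yeast versus vehicle-treated controls following compound exposure; the mutations affect DNA damage repair.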
bub3: NCI yeast anticancer drug screen, S. cerevisiae bub3 mutant strain. % growth inhibition at 50 µM. 78,000 compounds, 9.9% hits;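 also: 0% = growth of vehicle-only cultures of the same strain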
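Growth of a checkpoint-deficient yeast mutant is measured after compound exposure. Values represent inhibition relative to vehicle.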
Starred values were filed as active, the others as inactive; x = not tested or not shown; & = joins results of further samples. Rule as the data show it: active = growth inhibition above about 70%; inactive = the rest.

A first look (six entries):
1) CC(=O)Nc1ccc(/S(=N\S(=O)(=O)c2ccccc2)c2ccc(NC(C)=O)cn2)cc1 (stereo not given)
2) NCCN(CCN)/[N+]([O-])=N/O
3) Cn1nc(NC(=O)c2cc(N)nn2C)cc1C(=O)Nc1ccc2cc(S(=O)(=O)O)cc(S(=O)(=O)O)c2c1
4) Cc1cc(Br)ccc1N=c1scc(-c2ccc(Cl)cc2)n1C
5) O=[N+]([O-])c1cccc(-c2ncnc(-c3cccc([N+](=O)[O-])c3)n2)c1
6) CCOC(=O)N/N=C(/N)Cc1ccccc1

Screen / compound no.	1	2	3	4	5	6
yeast mec2-1	-3	0	-17	-28	-53	0
yeast sgs1 mgt1	7	6	-10	4	-25	-9
yeast cln2 rad14	-22	-1	8	0	12	-2
yeast rad50	0	19	-14	-22	-24	3
mlh1 rad18	-15	17	-3	15	-50	-2
bub3	-2	1	14	16	-52	2

Results, repeating the preview:
1) CC(=O)Nc1ccc(/S(=N\S(=O)(=O)c2ccccc2)c2ccc(NC(C)=O)cn2)cc1 (stereo not given)
2) NCCN(CCN)/[N+]([O-])=N/O
3) Cn1nc(NC(=O)c2cc(N)nn2C)cc1C(=O)Nc1ccc2cc(S(=O)(=O)O)cc(S(=O)(=O)O)c2c1
4) Cc1cc(Br)ccc1N=c1scc(-c2ccc(Cl)cc2)n1C
5) O=[N+]([O-])c1cccc(-c2ncnc(-c3cccc([N+](=O)[O-])c3)n2)c1

Screen / compound no.	1	2	3	4	5
yeast mec2-1	-3	0	-17	-28	-53
yeast sgs1 mgt1	7	6	-10	4	-25
yeast cln2 rad14	-22	-1	8	0	12
yeast rad50	0	19	-14	-22	-24
mlh1 rad18	-15	17	-3	15	-50
bub3	-2	1	14	16	-52

6) CCOC(=O)N/N=C(/N)Cc1ccccc1
7) O=C1c2ccccc2C(=O)N1C1(C(=O)O)CCCC1
8) O=[N+]([O-])c1ccc2c(c1)Cc1cc(Cl)ccc1-2
9) O=C(O)/C=C\CCCCCCCCC(=O)O
10) O=S(=O)(O)c1cc(O)c2c(O)cc(S(=O)(=O)O)cc2c1

Screen / compound no.	6	7	8	9	10
yeast mec2-1	0	-8	-14	28	-20
yeast sgs1 mgt1	-9	-8	-11	12	-21
yeast cln2 rad14	-2	-27	81*	-17	x
yeast rad50	3	-5	14	28	-1
mlh1 rad18	-2	-10	46	12	-5
bub3	2	-16	-14	29	-8

11) Brc1ccc(CCNCCN2CCCCC2)cc1
12) NC(N)=NCCCC1NC(=O)C(Cc2ccc(O)cc2)NC1=O (stereo not given)
13) Cc1nc(NS(=O)(=O)c2ccc(N)cc2)nc(C)c1Cl
14) CCOC(=O)C(CC/C=C\c1ccccc1)N1CCC[C@H]1C(=O)OC (stereo not given in full)
15) CN(C)CC1CCC2=C(C1=O)C(c1ccccc1)C1=C(CCC(CN(C)C)C1=O)O2 (stereo not given)

Screen / compound no.	11	12	13	14	15
yeast mec2-1	21	-3&22	9	-5	2
yeast sgs1 mgt1	63	-5&49	21	-12	-2
yeast cln2 rad14	38	-9&-5	2	10	13
yeast rad50	51	-3&15	9	-8	2
mlh1 rad18	45	-2&33	18	-13	4
bub3	61	4&38	11	3	4

Part of the list above, as tab-separated lines.
entry	molecule	yeast mec2-1	yeast sgs1 mgt1	yeast cln2 rad14	yeast rad50	mlh1 rad18	bub3
14	CCOC(=O)C(CC/C=C\c1ccccc1)N1CCC[C@H]1C(=O)OC (stereo not given in full)	-5	-12	10	-8	-13	3
13	Cc1nc(NS(=O)(=O)c2ccc(N)cc2)nc(C)c1Cl	9	21	2	9	18	11

(more compounds)
16) C=CC(=O)OCCCS(=O)(=O)[O-].C=CC(=O)OCCCS(=O)(=O)[O-].NC1CCCCC1N.[Pt+4]
17) ClC1=C(Cl)C(Cl)(Cl)C(Cl)(Cl)C1(Cl)Cl
18) CCOC(=O)CCC(NC(=O)c1ccc(OCc2ccc3nc(OC)c(OC)nc3c2)cc1)C(=O)OCC (stereo not given)
19) Cn1cc(/C=C\C(=O)O)c2ccccc21
20) COC1(c2ccccc2)OC(=O)C(C)(C)c2ccccc21 (stereo not given)

Screen / compound no.	16	17	18	19	20
yeast mec2-1	-8	100*	-18	-1	8
yeast sgs1 mgt1	-4	100*	-22	7	14
yeast cln2 rad14	37	98*	5	-35	22
yeast rad50	3	100*	-14	-11	-5
mlh1 rad18	10	99*	13	6	4
bub3	14	99*	-5	-27	14

21) O=C1Cc2c(-c3cccs3)cc(-c3ccccc3)nc2-c2ccccc2N1
22) COCN1COCN(COC)C1=O
23) CCCCCCCCCCOC1C(C(O)CNCCCN(C)C)OC2OC3(CCCCC3)OC21 (stereo not given)
24) CC(C(=O)O)C(N)C(=O)O (stereo not given)
25) CC1(c2nc3cc(Cl)c(Cl)cc3[nH]2)CCC(CO)C(C)(C)O1 (stereo not given)

Screen / compound no.	21	22	23	24	25
yeast mec2-1	-4	-8	93*	100*	-6
yeast sgs1 mgt1	3	-12	91*	99*	-11
yeast cln2 rad14	18	1	90*	99*	-19
yeast rad50	0	-6	92*	99*	14
mlh1 rad18	8	7	90*	99*	55
bub3	-5	-8	89*	100*	-12

Compound profiles (already shown). Order of values: yeast mec2-1 | yeast sgs1 mgt1 | yeast cln2 rad14 | yeast rad50 | mlh1 rad18 | bub3
Entry for Cn1cc(/C=C\C(=O)O)c2ccccc21 = -1 | 7 | -35 | -11 | 6 | -27
Entry for CC(C(=O)O)C(N)C(=O)O (stereo not given) = 100* | 99* | 99* | 99* | 99* | 100*

Remaining list, next part:
26) CON(C)c1nc(N(C)C)nc(N(C)C)n1
27) CCOC(=O)C(CCc1ccccc1)(NC(C)=O)C(=O)OCC
28) CN(C)CCN(Cc1ccccc1)c1ccccc1
29) CC(=O)OC1C(O)C(C)OC(OC2C(C)OC(OC(=O)[C@@H]3CC[C@@H]4[C@H](C3)OC3(C[C@@H](OC(=O)/C=C/c5ccccc5)[C@@H](C)CO3)[C@@]43CO3)C(O)C2OC(C)=O)C1O (stereo not given in full)
30) CC(CCC(=O)O)[C@H]1CCC2[C@@H]3CC[C@@H]4CC(O)CC[C@]4(C)C3CC[C@@]21C (stereo not given in full)

Screen / compound no.	26	27	28	29	30
yeast mec2-1	12	-8	-42	93*	-18
yeast sgs1 mgt1	-6	12	-14	92*	-14
yeast cln2 rad14	4	-5	-11	90*	0
yeast rad50	-2	10	-16	91*	-31
mlh1 rad18	1	-10	-12	92*	-27
bub3	2	14	-21	91*	-16

31) CCOC(=O)C(CCCN=C(N)NC(=O)OCc1ccccc1)NC(=O)C(C(C)C)N1C(=O)c2ccccc2C1=O (stereo not given)
32) Cc1ccc(OCC2OC(n3cnc4c(N(C)C)nc(Br)nc43)CC2Oc2ccc(C)cc2)cc1 (stereo not given)
33) O=C(O)C1CCc2ccc3ccccc3c2C1c1cccc2ccccc12 (stereo not given)
34) CC(CCNCCC#N)CC(C)(C)C (stereo not given)
35) C1=Cc2ccccc2C(c2ccccn2)c2ccccc21

Screen / compound no.	31	32	33	34	35
yeast mec2-1	79*	-5	98*	48	5
yeast sgs1 mgt1	96*	13	98*	86*	2
yeast cln2 rad14	52	13	97*	48	7
yeast rad50	93*	18	98*	77*	-7
mlh1 rad18	96*	-17	98*	69	-13
bub3	49	2	97*	63	11

36) COc1ccc(SSc2ccc(OC)n[n+]2[O-])[n+]([O-])n1
37) CCCCOCC1OC1COCCCC (stereo not given)
38) COc1cccc(C(C#N)c2cnc3ccccc3n2)c1 (stereo not given)
39) CC(C)C1=CC23CCC4C(C)(C(=O)O)CCCC4(C)C2CC1C1C(=O)C=CC(=O)C13 (stereo not given)
40) CC(=O)Oc1c(O)c2ccccc2c2ccccc12

Screen / compound no.	36	37	38	39	40
yeast mec2-1	100*	-12	15	96*	99*
yeast sgs1 mgt1	99*	-1	10	90*	99*
yeast cln2 rad14	98*	-21	33	62	97*
yeast rad50	99*	-2	27	94*	99*
mlh1 rad18	100*	-8	27	55	99*
bub3	100*	22	37	97*	100*

41) O=C(NC(Cc1ccc(I)cc1)C(=O)O)c1cccc(Br)c1 (stereo not given)
42) CC(CCl)NC(=O)Nc1cccc2c1CCCC2 (stereo not given)
43) CCCc1cc(-c2ccc(-c3cc(CCC)c(C=O)[nH]3)s2)[nH]c1C=O
44) NNc1ccc(C(=O)O)cc1
45) N=c1ccn2c(n1)OC1C(OP(=O)(O)O)C(CO)OC12 (stereo not given)

Screen / compound no.	41	42	43	44	45
yeast mec2-1	-35	0	-20	12	-1
yeast sgs1 mgt1	-20	-4	-31	-2	-21
yeast cln2 rad14	-8	-36	-5	11	-25
yeast rad50	-14	-12	-19	-4	-22
mlh1 rad18	-16	19	-47	-5	-13
bub3	-29	-3	-20	-2	-10

46) OCC1NCCC(O)C1OC1OC(CO)C(O)C(O)C1O (stereo not given)
47) COC1C(O)C(n2ncc3c(SC)nc(SC)nc32)OC1C(O)CO (stereo not given)
48) Cc1cccc(NC(=S)NC2CCCCC2)c1
49) CN1CCC(/C=C/c2ccccc2)CN1 (stereo not given) (tested in a mixture with another compound)
50) O=C(c1ccccc1)c1ccc(OCC2CO2)cc1 (stereo not given)

Screen / compound no.	46	47	48	49	50
yeast mec2-1	-22	-4	12	11	25
yeast sgs1 mgt1	-1	-16	-3	13	50
yeast cln2 rad14	-3	9	13	-2	21
yeast rad50	5	16	3	14	64
mlh1 rad18	-19	14	9	38	72*
bub3	-6	-4	7	-1	12

51) CN(N)c1cc(=O)[nH]c(N)n1
52) Cc1cc(OCCOc2ccc(N)cc2)ccc1N1C(N)=NC(N)=NC1(C)C
53) CCCCCCCCCCCC(=O)Nc1ccc(N(C)C(C)=O)cc1
54) O=C(NC(=O)c1cn(CCN(CCO)C(=O)NCCCCCCNC(=O)N(CCO)CCn2cc(C(=O)NC(=O)OCc3ccccc3)c(=O)[nH]c2=O)c(=O)[nH]c1=O)OCc1ccccc1
55) OC(c1ccccc1)(C(F)(F)F)C(F)(F)F

Screen / compound no.	51	52	53	54	55
yeast mec2-1	-12	13	-4	7	6
yeast sgs1 mgt1	0	7	-9	-19	6
yeast cln2 rad14	-25	83*	-1	-24	14
yeast rad50	4	-2	-14	-2	3
mlh1 rad18	0	-3	-10	-18	9
bub3	1	1	7	1	10

56) O=C(Nc1ccc(Cl)cc1)c1cc(Br)ccc1O
57) COc1cc(/C=N/N2CCCCC2)cc(OC)c1OC
58) CCCCSC1=CC(=O)c2ccccc2C1=O
59) CCSCC1C(=O)C23C(O)C1CCC2C12COC3(O)C(O)C1C(C)(C)CCC2O (stereo not given)
60) CC(C)CCCC(=O)CCCCCCC(=O)CCN(O)C(=O)C(N)CO (stereo not given)

Screen / compound no.	56	57	58	59	60
yeast mec2-1	36	-17	21	18	94*
yeast sgs1 mgt1	63	x	13	7	94*
yeast cln2 rad14	30	x	-16	11	91*
yeast rad50	22	-19	31	17	93*
mlh1 rad18	62	-22	32	7	92*
bub3	62	x	24	2	93*

61) Cc1c(NC(=S)NC(=O)c2ccc([N+](=O)[O-])cc2)c(=O)n(-c2ccccc2)n1C
62) Brc1ccc(-c2nnc(-c3ccc(Br)cc3)o2)cc1
63) CCCC(C)(C)COC(=O)Cc1ccccc1
64) Cn1c(=O)c2c(nc(Cl)n2Cc2ccccc2)n(C)c1=O
65) COC1C=COC2(C)Oc3c(C)c(O)c4c(O)c(c(C5SCCS5)c(O)c4c3C2=O)NC(=O)/C(C)=C\C=CC(C)C(O)C(C)C(O)C(C)C(OC(C)=O)C1C (stereo not given)

Screen / compound no.	61	62	63	64	65
yeast mec2-1	6	-5	42	5	97*
yeast sgs1 mgt1	16	-1	56	-15	41
yeast cln2 rad14	18	-5	24	24	95*
yeast rad50	20	15	40	-40	95*
mlh1 rad18	19	1	46	21	95*
bub3	33	0	24	1	96*

66) CC1(C)C(=O)N(O)C(C)(C)N1O
67) CC(=O)NC(C)(NC(C)=O)C(=O)O
68) BrC1CC2CCC1CC2 (stereo not given)
69) C[N+](C)([O-])Cc1ccccc1
70) Nc1nc(SCc2ccccc2Cl)cc(C(=O)O)n1

Screen / compound no.	66	67	68	69	70
yeast mec2-1	19	5	-6	-27	35
yeast sgs1 mgt1	4	6	-7	-19	47
yeast cln2 rad14	13	-9	-7	-1	4
yeast rad50	0	4	-15	-13	32
mlh1 rad18	4	7	17	-17	53
bub3	-7	4	-7	-5	44

71) COc1ccc(C(=O)N2CC(O)=CC2=O)cc1
72) COc1c(C)c(OCC=C(C)C)cc(CO)c1CO
73) O=C(c1ccccc1)C(Nc1ccc2ccccc2c1)c1ccccc1 (stereo not given)
74) N#CCCNCCC[Si]12OCCN(CCO1)CCO2
75) CCCCN(C)C(=O)C1=C(C)NC(C)=C(C(=O)N(C)CCCC)C1
76) CC(C)=CC(=O)C1c2cccc(O)c2C(=O)c2c(O)cc(C)cc21 (stereo not given)

Screen / compound no.	71	72	73	74	75	76
yeast mec2-1	-10	-3	-6	1	-26	10
yeast sgs1 mgt1	-28	-14	-21	10	-12	7
yeast cln2 rad14	-15	-8	-4	57	-20	-2
yeast rad50	8	12	11	6	-1	9
mlh1 rad18	-4	-84	13	2	-58	-7
bub3	6	-1	26	7	-16	7
